Compound activity: PubChem BioAssay, NCI
Growth percent in the NCI-60 one-dose screen (48 h, 10 µM unless noted): 100 = growth as untreated, 0 = no growth, -100 = all killed.
HT29 – HT29 colon cancer; hit rate 7.4% among 81,000
IGROV1 – IGROV1 ovarian cancer | hit rate 4.7% among 79,000
COLO 205 – COLO 205 colon cancer | hit rate 7.3% among 79,000 | AID 1794742
HCT-116 – HCT-116 colon cancer; hit rate 7.3% among 82,000
HCT-15 – HCT-15 colon cancer. hit rate 5.2% among 82,000
OVCAR-4 – OVCAR-4 ovarian cancer cells | hit rate 3.7% among 80,000
KM12 – KM12 colon cancer cells; hit rate 5% among 82,000; AID 1794800
SW-620 – SW-620 colon cancer; hit rate 5.2% among 82,000
SK-OV-3 – SK-OV-3 ovarian cancer cells; hit rate 3.2% among 80,000; AID 1794785
The depositor's hits bear a star; . = not tested or not shown; & = joins results of further samples; [ ] = dose if it differs, or a comment. How the source made its calls: active means growth percent below 10; inactive means the rest.

Field names: A = HT29; B = IGROV1; C = COLO 205; D = HCT-116; E = HCT-15; F = OVCAR-4; G = KM12; H = SW-620; I = SK-OV-3
CC(=O)C1=C(C)NC(=S)NC1c1ccc2c(c1)OCO2 (stereo not given)
  A: 106; B: 104; C: 109; D: 104; E: 108; F: 103; G: 109; H: 106; I: 102

CC(=O)OCC(=O)C1(O)CCC2C3CCC4CC(=O)CCC4(C)C3C(=O)CC21C (stereo not given)
  A: 100; B: 96; C: .; D: 98; E: 104; F: 115; G: 106; H: 101; I: 109

O=C(NNC1=NCCC1)c1ccccc1
  A: 99; B: 103; C: 108; D: 108; E: 104; F: 105; G: 95; H: 102; I: 102

CCCCCCCCCCCCCCn1c2ccccc2c2c3c(c4c5cc(OC)ccc5oc4c21)C(=O)NC3=O
  A: 103; B: 106; C: .; D: 105; E: 95; F: .; G: 102; H: 104; I: .

Nc1ncnc2c1C(c1ccc(Br)cc1)c1sc3c(F)cccc3c1O2 (stereo not given)
  A: 100; B: 82; C: 106; D: 95; E: 97; F: 87; G: 92; H: 95; I: 102

CCCCC(O)Cn1ncc(C(=O)OCC)c1NC(=O)NCc1cccc(C(F)(F)F)c1 (stereo not given)
  A: 109; B: 96; C: .; D: 80; E: 100; F: 70; G: 95; H: 99; I: .

CCC(=O)C(C#N)c1ccccc1 (stereo not given)
  A: 98; B: 108; C: 100; D: 94; E: 94; F: 105; G: 92; H: 80; I: 86

CCCCN(CCCC)CC(O)c1ccc2cc(Cl)c3ccccc3c2c1 (stereo not given)
  A: 38; B: 72; C: 68; D: 65; E: 90; F: 91; G: 91; H: 66; I: 91

COc1cc(/C=C\c2cccnc2Nc2cc(OC)c(OC)c(OC)c2)cc(OC)c1OC
  A: 82; B: 98; C: 107; D: 82; E: 76; F: 87; G: 93; H: 89; I: 102

CCOc1c(C#N)c(Nc2ccc(S(N)(=O)=O)cc2)c(C#N)c2nnc(Nc3ccccc3)n12
  A: 108; B: 104; C: 106; D: 110; E: 106; F: 121; G: 107; H: 109; I: 114

O=C(O)CCCN1C(=O)/C(=C/c2ccc(F)cc2)SC1=S
  A: 115; B: 109; C: 132; D: 105; E: 95; F: 99; G: 105; H: 114; I: 110

CC(C(=O)O)N(CCC#N)CCC#N (stereo not given)
  A: 110; B: 113; C: 119; D: 101; E: 104; F: 102; G: 110; H: 110; I: 115

CCn1c2ccc(N(C)C)cc2c2cc(N(C)C)ccc21
  A: 79; B: 107; C: 47; D: 101; E: 112; F: 25; G: 93; H: 96; I: 95

COc1cc(C(=O)c2c(-c3ccccc3)oc3ccccc23)cc(OC)c1O
  A: 109; B: 41; C: 123; D: 31; E: 32; F: 56; G: 28; H: 15; I: 51

COc1ccc(NCc2ccc(CO)n2-c2ccc(O)cc2)cc1
  A: 106; B: 111; C: 112; D: 100; E: 106; F: 109; G: 105; H: 109; I: 100

Cc1nn(-c2ccccc2)c(Cl)c1C1CC(c2ccc(Cl)cc2)=NN1c1ccccc1 (stereo not given)
  A: 78; B: 108; C: 123; D: 67; E: 98; F: 92; G: 85; H: 93; I: 105

O=C(NNc1ccccc1)OCc1ccccc1
  A: 98; B: 59; C: 98; D: 66; E: 73; F: 112; G: 20; H: 54; I: 105

Cc1cccc(N2CCN(c3ncnc4sc5c(c34)CCN(CC(=O)O)C5)CC2)c1
  A: 104; B: 106; C: 110; D: 105; E: 111; F: 109; G: 104; H: 106; I: 107

N#Cc1c2c([nH]c(=O)c1C#N)CCCCC2
  A: 119; B: 101; C: 114; D: 99; E: 104; F: 106; G: 114; H: 105; I: 96

Cc1ccc(/C(O)=C/c2nc3ccc(C)cc3oc2=O)cc1
  A: 107; B: 115; C: 120; D: 110; E: 111; F: 97; G: 107; H: 120; I: 115

c1ccc(-c2ccc(-c3cc(-c4ccccc4)n(-c4ccccc4)n3)cc2)cc1
  A: 95; B: 99; C: 109; D: 101; E: 91; F: 99; G: 89; H: 101; I: 103

C/C(=C(/c1ccccc1)c1ccc(N2C(=O)c3cccc4c(NCCN(C)C)ccc(c34)C2=O)cc1)c1ccccc1
  A: 101; B: 76; C: 100; D: 94; E: 97; F: 112; G: 93; H: 98; I: 105

Cc1cc(OC(=O)c2ccc(OCc3ccccc3)cc2)nc2[nH]c(=O)sc12
  A: 105; B: 109; C: 115; D: 101; E: 102; F: 94; G: 101; H: 104; I: 111

CSC(=S)N/N=C/c1coc2ccc(F)cc2c1=O
  A: 109; B: 93; C: 117; D: 95; E: 100; F: 105; G: 98; H: 101; I: 118

COc1ccc(/C=C/C(=O)O)cc1OC
  A: 97&106; B: 115&104; C: 115&104; D: 105&99; E: 103&106; F: 113&105; G: 109&109; H: 102&103; I: 107&103

O=C(NC1CCCCC1)C(c1ccccc1[N+](=O)[O-])N(C(=O)C1CCc2cc(F)ccc2O1)c1ccc(F)cc1F (stereo not given)
  A: 63; B: 100; C: 84; D: 61; E: 90; F: 54; G: 93; H: 89; I: 85

CC(C)OC(=O)Oc1ccc(Cl)cc1Cl
  A: 105; B: 118; C: 116; D: 100; E: 108; F: 106; G: 109; H: 101; I: 108

Clc1ccc(Nc2cccc(-c3n[nH]c4ccccc34)c2)cc1
  A: 95; B: 70; C: 103; D: 79; E: 86; F: 75; G: 93; H: 97; I: 88

CC(=O)Nc1ccc(S(=O)(=O)N/N=C/c2c(O)ccc3ccccc23)cc1
  A: 105; B: 65; C: 102; D: 104; E: 97; F: 110; G: 103; H: 104; I: 97

C=C1CCC2C3(C)COC(c4c(F)cccc4F)OC3CCC2(C)C1CC(O)C1=CCOC1=O (stereo not given)
  A: 23; B: 59; C: 42; D: -31*; E: 18; F: 60; G: 54; H: 3.4*; I: 100

O=C1C2C(c3ccccc3)=C(c3ccccc3)C1C1C(c3ccccc3)=C(c3ccccc3)C(=O)C21 (stereo not given)
  A: 68; B: 80; C: 94; D: 46; E: 81; F: 65; G: 85; H: 89; I: 80

COc1ccc(C(=O)COc2ccc(/C=C3\CSc4ccc(C)cc4C3=O)cc2)cc1
  A: 113; B: .; C: 106; D: 86; E: 101; F: 116; G: 93; H: 98; I: 118

CC12CCCC(C(C#N)C(N)=O)(C1)NC(=O)C2C#N (stereo not given)
  A: 106; B: 113; C: 102; D: 105; E: 106; F: 113; G: 105; H: 107; I: 103

Cc1onc(-c2ccccc2)c1-c1ccc(S(N)(=O)=O)cc1
  A: 101; B: 99; C: 103; D: 101; E: 94; F: 98; G: 104; H: 101; I: 93

Cc1c(-c2ccccc2Cl)nc2ccccc2c1C(=O)O
  A: 107; B: .; C: 130; D: 100; E: 103; F: 106; G: 105; H: 103; I: 105

Oc1ccccc1/C=N/Nc1ccc2ccccc2n1
  A: 49; B: 28; C: 31; D: 22; E: 25; F: -0.7*; G: 46; H: 34; I: 43

Brc1cn2ccnc2c(-c2ccco2)n1
  A: 102; B: 111; C: 106; D: 97; E: 99; F: 93; G: 104; H: 104; I: 92

COc1ccc(CCN2C(=O)c3[nH]nc(-c4cc(Cl)c(C)cc4O)c3C2c2ccccc2F)cc1 (stereo not given)
  A: 98; B: 92; C: 103; D: 97; E: .; F: 97; G: 94; H: 111; I: 110

Cc1ccc(C)c2c1CCC(C)C2=O (stereo not given)
  A: 99; B: 109; C: 119; D: 103; E: 103; F: 109; G: 103; H: 106; I: 98

N#Cc1cnn2c(=O)[nH]cnc12
  A: 98; B: 103; C: 101; D: 125; E: 105; F: 106; G: 102; H: 109; I: 97

O=C([O-])C1CCCCC1[I+]c1ccccc1 (stereo not given)
  A: 98; B: 102; C: 105; D: 101; E: 106; F: 103; G: 107; H: 107; I: 105

CCOC(=O)OC1CCCC(OC(=O)OCC)C1 (stereo not given)
  A: 97; B: 104; C: 114; D: 102; E: 98; F: 100; G: 100; H: 104; I: 107

CC(C)N(Cc1ccccc1)c1c(S)ssc1=S
  A: 3.1*; B: -39*; C: -40*; D: 5.9*; E: 10; F: -2.7*; G: 12; H: 9.5*; I: 12

FC(F)(F)COCC(F)(F)F
  A: 101; B: 109; C: 123; D: 109; E: 106; F: 102; G: 105; H: .; I: 115

COc1ccc(-c2cc(-c3ccc(OC)cc3)c3sc(=O)[nH]c3n2)cc1
  A: 102; B: 84; C: 107; D: 97; E: 90; F: 96; G: 94; H: 96; I: 93

O=S(=O)(NN=C(c1ccccc1)c1ccccc1)c1ccccc1
  A: 108; B: 111; C: .; D: 97; E: 101; F: 97; G: 97; H: 96; I: .

O=C(O)CN1C(=O)S/C(=C\C(Cl)=C\c2ccc([N+](=O)[O-])cc2)C1=O
  A: 115; B: 109; C: 117; D: 101; E: 101; F: 104; G: 110; H: 103; I: 116

C/C=C/C(=O)Nc1cccc(Cn2c(=O)[nH]c3ccc(Oc4ncccn4)cc3c2=O)c1
  A: 89[13.7 µM]; B: 95[13.7 µM]; C: 102[13.7 µM]; D: 84[13.7 µM]; E: 97[13.7 µM]; F: 87[13.7 µM]; G: 97[13.7 µM]; H: 104[13.7 µM]; I: 98[13.7 µM]

O=C1N/C(=N\c2nnc(-c3ccc(O)cc3)s2)S/C1=C\c1cccnc1
  A: 92; B: 109; C: 106; D: 98; E: 94; F: 108; G: 100; H: 106; I: 104

COc1ccc2c(c1)c(-c1nc(-c3cn(C)c4ncccc34)cs1)cn2CCCN1CCCCC1
  A: -16*; B: 66; C: -66*; D: -93*; E: -70*; F: 75; G: 57; H: -23*; I: 90

In another format: entries from further up.
The line under a structure holds: HT29 | IGROV1 | COLO 205 | HCT-116 | HCT-15 | OVCAR-4 | KM12 | SW-620 | SK-OV-3
- O=C(NC1CCCCC1)C(c1ccccc1[N+](=O)[O-])N(C(=O)C1CCc2cc(F)ccc2O1)c1ccc(F)cc1F (stereo not given)
  63 | 100 | 84 | 61 | 90 | 54 | 93 | 89 | 85
- CC(C)OC(=O)Oc1ccc(Cl)cc1Cl
  105 | 118 | 116 | 100 | 108 | 106 | 109 | 101 | 108
- Clc1ccc(Nc2cccc(-c3n[nH]c4ccccc34)c2)cc1
  95 | 70 | 103 | 79 | 86 | 75 | 93 | 97 | 88
- CC(=O)Nc1ccc(S(=O)(=O)N/N=C/c2c(O)ccc3ccccc23)cc1
  105 | 65 | 102 | 104 | 97 | 110 | 103 | 104 | 97
- C=C1CCC2C3(C)COC(c4c(F)cccc4F)OC3CCC2(C)C1CC(O)C1=CCOC1=O (stereo not given)
  23 | 59 | 42 | -31* | 18 | 60 | 54 | 3.4* | 100
- O=C1C2C(c3ccccc3)=C(c3ccccc3)C1C1C(c3ccccc3)=C(c3ccccc3)C(=O)C21 (stereo not given)
  68 | 80 | 94 | 46 | 81 | 65 | 85 | 89 | 80
- COc1ccc(C(=O)COc2ccc(/C=C3\CSc4ccc(C)cc4C3=O)cc2)cc1
  113 | . | 106 | 86 | 101 | 116 | 93 | 98 | 118
- CC12CCCC(C(C#N)C(N)=O)(C1)NC(=O)C2C#N (stereo not given)
  106 | 113 | 102 | 105 | 106 | 113 | 105 | 107 | 103
- Cc1onc(-c2ccccc2)c1-c1ccc(S(N)(=O)=O)cc1
  101 | 99 | 103 | 101 | 94 | 98 | 104 | 101 | 93
- Cc1c(-c2ccccc2Cl)nc2ccccc2c1C(=O)O
  107 | . | 130 | 100 | 103 | 106 | 105 | 103 | 105
- Oc1ccccc1/C=N/Nc1ccc2ccccc2n1
  49 | 28 | 31 | 22 | 25 | -0.7* | 46 | 34 | 43
- Brc1cn2ccnc2c(-c2ccco2)n1
  102 | 111 | 106 | 97 | 99 | 93 | 104 | 104 | 92
- COc1ccc(CCN2C(=O)c3[nH]nc(-c4cc(Cl)c(C)cc4O)c3C2c2ccccc2F)cc1 (stereo not given)
  98 | 92 | 103 | 97 | . | 97 | 94 | 111 | 110
- Cc1ccc(C)c2c1CCC(C)C2=O (stereo not given)
  99 | 109 | 119 | 103 | 103 | 109 | 103 | 106 | 98

Further compounds follow.
structure	HT29	IGROV1	COLO 205	HCT-116	HCT-15	OVCAR-4	KM12	SW-620	SK-OV-3
COc1ccc(N=Nc2ccc(N)nc2N)cc1	105	114	131	99	95	102	103	102	116
CC1=C(C(=O)Nc2ccccc2)C(c2ccc3c(c2)OCO3)NC(=S)N1 (stereo not given)	109	103	117	93	101	114	103	107	110
COc1ccc(Nc2nnc(-c3ccc(F)cc3)o2)cc1	100	95	92	98	93	100	98	92	103
COc1cc(/C=C2/SC(=O)NC2=O)cc(OC)c1OC	102	94	117	87	83	104	107	93	110
CCCN1C(=O)N(CCC)C2C1NN=c1s/c(=C3\C(=O)N(C(C)C)c4ccccc43)c(=O)n12 (stereo not given)	19	42	44	20	24	43	27	36	.
O=[N+]([O-])c1ccccc1-c1ccccc1[N+](=O)[O-]	100	92	115	103	106	108	102	93	106
COc1cc(-c2cc(-c3ccc(Cl)cc3)nc3nc(NN)[nH]c(=O)c23)cc(OC)c1OC	100	103	105	111	104	105	98	95	100
